# Screening data as filed in PubChem BioAssay.
# KCNH2 3.1 block – KCNH2 3.1 (human) potassium channel inhibition. U2OS KCNH2 3.1, thallium flux FluxOr; hits give low values. activity change, % (tested at about 1.8 µM). 340,000 compounds, 0.95% hits. AID 720553;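 active = maximum activity change below -70%; inconclusive = maximum activity change from -70% to -50%; inactive = maximum activity change above -50%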;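 note: thallium influx rate constant from kinetic fluorescence after stimulation buffer; % is set by controls: 0 for no effect and ±100 for the full control effect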
#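 FluxOr-based Tl+ influx in U2OS cells transduced with KCNH2 3.1 virus; rate constants normalized to DMSO controls.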
# CXXC DNA block – blocks binding of human MLL CXXC domain to DNA; MLL-CXXC / FITC-HOXA9 DNA fluorescence polarization; Potency, µM (top dose mostly 115 µM), for the others: top-dose activity change, negative = inhibition, most hits filed as inhibitors; Q03164; 290,000 compounds, 0.037% hits; active = well fitted inhibition curve with a large enough effect in the polarisation, with a control signal flat, not every such curve was filed as active; inconclusive = small, poorly fitted or top-dose-only effect, or effect the other way, or a change in a side signal; inactive = no such curve, though single readings can be large or run the other way; the % refers to the polarisation; note: potency is the fitted concentration of half-maximal effect
#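 Fluorescence polarization: 7 uM MLL-CXXC (stock) preincubated 5 min with compounds, then 50 nM fluorescein-HOX-A9 DNA (stock) added; 30 min ambient. Buffer 50 mM Tris-HCl pH 7.5, 50 mM NaCl, 1 mM DTT, 0.05% BSA.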
# A-T KAP1 phos – candidate therapy for ataxia-telangiectasia. […] A-T fibroblasts, KAP-1 phosphorylation AlphaLISA; neocarzinostatin DNA damage 30 min before lysis. Potency, µM (top dose mostly 57.5 µM), for inactives: at the top dose activation, hits mostly activators. 320,000 compounds, 0.19% hits. AID 485349; note: potency is the fitted concentration of half-maximal effect; % of control where 0% means no effect; nearly all actives have a fitted effect of over 45% in size
#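 hTERT-immortalized A-T patient fibroblasts ([…]), 500 cells/well in OPTI-MEM, 1% FBS, got compounds for 60 min, then NCS for 30 min at 37C. Lysates were then assayed for phospho-KAP-1 by AlphaLISA (anti-pKAP1 donor, anti-KAP1 acceptor beads), 6 hr at 25C.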
# GALK inhibitor – galactokinase (human) inhibition; P51570; Purified GALK, Kinase-Glo residual ATP luminescence; Potency, µM (titrated, usually from 57.5 µM), for inactives: top-dose activity change, negative = inhibition, most hits filed as inhibitors; 270,000 compounds, 0.007% hits; note: potency is the fitted concentration of half-maximal effect; % is set by controls: 0 for no effect and ±100 for the full control effect
#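 5 nM enzyme, 35 uM ATP, 100 uM galactose, 20 mM HEPES pH8.0, 5 mM MgCl2; 1 h RT; residual ATP by Kinase-Glo Plus luminescence, qHTS format.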
# KCNH2 WT inh – inhibitors of human wildtype KCNH2 potassium channel. AID 720551. Q12809. U2OS, BacMam KCNH2, thallium flux FluxOr; hits give low values. activity change, % at 1.84 µM. 340,000 compounds, 0.37% hits;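 active = maximum activity change below -70%; inconclusive = maximum activity change between -70% and -50%; inactive = maximum activity change above -50%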; note: % is set by controls: 0 for no effect and ±100 for the full control effect
#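 U2OS cells transduced with wild-type KCNH2 virus are loaded with FluxOr dye for 45 min, and thallium flux is measured in kinetic reads before and after stimulation buffer. Rate constants are normalized to DMSO controls.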
# MBNL1 CUG block – MBNL1-poly(CUG) RNA binding inhibition | TR-FRET MBNL1-His/biotin-(CUG)12 binding, 665/545 ratio | AID 2675 | 280,000 compounds, 0.036% hits | Potency, µM (titrated, usually from 57.5 µM), for inactives: top-dose activity change, negative = inhibition, actives largely listed as inhibitors; active = well fitted inhibition curve with a large enough effect in the signal ratio, with a control signal flat, not every such curve was filed as active; inconclusive = small, poorly fitted or top-dose-only effect, or effect the other way, or a change in a side signal; inactive = no such curve, though single readings can be large or run the other way; the % refers to the signal ratio; note: potency is the fitted concentration of half-maximal effect; % is set by controls: 0 for no effect and ±100 for the full control effect
# Target sequence (Q9NR56 whole entry, looked up): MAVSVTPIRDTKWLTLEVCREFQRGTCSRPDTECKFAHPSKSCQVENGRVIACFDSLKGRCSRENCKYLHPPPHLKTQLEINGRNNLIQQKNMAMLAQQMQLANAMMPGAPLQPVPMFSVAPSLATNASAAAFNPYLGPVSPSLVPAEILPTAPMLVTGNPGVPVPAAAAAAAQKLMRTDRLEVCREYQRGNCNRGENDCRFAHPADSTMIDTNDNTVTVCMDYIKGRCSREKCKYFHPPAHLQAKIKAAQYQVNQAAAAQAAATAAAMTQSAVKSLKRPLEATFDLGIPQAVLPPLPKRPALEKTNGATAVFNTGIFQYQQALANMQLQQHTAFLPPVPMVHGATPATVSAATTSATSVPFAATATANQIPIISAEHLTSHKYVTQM
#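 Compounds (final 92 nM to 58 uM) are added to His-tagged MBNL1 and biotin-(CUG)12, then terbium anti-His antibody and streptavidin-XL665 (5 nM final). After 60 min at room temperature, the 665/545 nm ratio is read.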
# FBPA coupling cs – coupling enzyme interference in Giardia aldolase counter-screen. coupling enzyme system counterscreen, AmpLite Red fluorescence. activity change, negative = inhibition, % at 58.2 µM, hits read low. 290,000 compounds, 0.67% hits. AID 2472; in the data active = activity change below about -30%; note: % is set by controls: 0 for no effect and ±100 for the full control effect
#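 Counterscreen of the coupled detection system alone, without aldolase: glyceraldehyde-3-phosphate coupling enzymes plus AmpLite Red readout. Compounds at 57.5 uM final, 10 min RT preincubation, 20 min RT reaction, fluorescence 525/598 nm.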
# TRPV1 ag – activates the human vanilloid receptor TRPV1. Q8NER1. TRPV1-expressing cells, Fluo-8 calcium influx, agonist mode. activation, % at 8.33 µM. 320,000 compounds, 0.19% hits. AID 540275; in the data active = activation above about 80%; inconclusive = between about 30% and that limit; note: 0% is about no effect
#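 Fluo-8 calcium influx in TRPV1-expressing cells, kinetic read (ex 480/em 520 nm). Compound added and read 3 min for agonist activity, followed by capsaicin at EC20 final and 2 min further read for enhancement.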
# Integrin act MD – activators of alpha7 integrin expression for muscular dystrophy | Potency, µM (titrated, usually from 38.3 µM), for inactives: at the top dose activation, usual class: activators | AID 624291 | alpha7betagal myoblasts, beta-gal FDG fluorescence, 48 h | 350,000 compounds, 0.064% hits;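 note: potency is the fitted concentration of half-maximal effect; 100% = response of the positive control SU9516; nearly all actives have a fitted effect of over 60% in size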
#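 alpha7betagal+/- myoblasts (passage 13, 250/well) treated 48 h at 37C with compounds at 1:260 dilution of DMSO stock. Lysed, then beta-galactosidase activity read as FDG fluorescence (ex 480/em 540) after 30 min, with pre-read for autofluorescence.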
# S-ASM inh – human S-ASM enzyme inhibition; P17405; placental ASM, HMU-PC fluorogenic substrate, 60 min; Potency, µM (series often up to 57.5 µM), for the others: at the top dose activity change, negative = inhibition, hits mostly inhibitors; 340,000 compounds, 0.006% hits; note: potency is the fitted concentration of half-maximal effect
# Target sequence (P17405 47-631 limits assumed): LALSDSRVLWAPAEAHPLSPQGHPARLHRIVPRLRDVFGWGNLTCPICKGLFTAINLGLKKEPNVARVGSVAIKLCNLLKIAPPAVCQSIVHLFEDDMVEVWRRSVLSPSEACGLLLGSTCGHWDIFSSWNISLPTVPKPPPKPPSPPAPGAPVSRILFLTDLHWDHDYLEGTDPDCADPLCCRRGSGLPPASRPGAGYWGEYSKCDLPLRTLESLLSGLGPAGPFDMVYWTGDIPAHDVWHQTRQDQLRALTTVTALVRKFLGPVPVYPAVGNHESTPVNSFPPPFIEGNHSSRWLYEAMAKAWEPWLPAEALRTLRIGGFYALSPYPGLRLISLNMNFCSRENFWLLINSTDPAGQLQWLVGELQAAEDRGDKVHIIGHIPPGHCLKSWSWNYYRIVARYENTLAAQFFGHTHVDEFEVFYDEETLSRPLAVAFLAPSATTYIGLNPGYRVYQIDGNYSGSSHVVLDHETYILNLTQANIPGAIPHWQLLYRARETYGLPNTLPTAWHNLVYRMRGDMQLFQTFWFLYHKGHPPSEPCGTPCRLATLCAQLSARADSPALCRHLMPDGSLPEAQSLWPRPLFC
#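 Fluorescence read-out (Ex 386 nm, Em 447 nm) after stopping the reaction at pH 10. Enzyme: ASM from human placenta; substrate HMU-PC0, 9 uM final; 60 min, 37 °C. Compound preincubation 10 min, ambient temperature.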
# The depositor's hits bear a star; ? = inconclusive; / = no result given; [ ] = another dose, or the depositor's remark. Unless noted, calls come from the whole dose curve; as a rule, active = well fitted curve in the direction sought with a large enough effect; inconclusive = small, poorly fitted or top-dose-only effect, or another doubt; inactive = no such curve, though single readings can be large; an effect the other way counts as inactive or inconclusive.
SMILES,KCNH2 3.1 block,CXXC DNA block,A-T KAP1 phos,GALK inhibitor,KCNH2 WT inh,MBNL1 CUG block,FBPA coupling cs,TRPV1 ag,Integrin act MD,S-ASM inh
COc1ccc(S(=O)(=O)N2CCOCC2)cc1NC(=O)c1ccc2c(c1)OCO2,-8,/,5%,/,-6,/,/,12,21%,1%
CCOC(=O)c1csc(Nc2nc3ccc(F)cc3s2)n1,0,22%,7%,3%,2,41%[activator],2,22,-65%[inhibitor],3%
O=C(COc1ccccc1)N1CCN(c2ccc([N+](=O)[O-])c(N3CCCCC3)c2)CC1,-9,-6%,-1%,2%,6,?,6,23,-14%,-22%
CC1=CC(C)C2(COC(c3ccc[n+](C)c3)OC2)C(C)C1 (configuration not stated),6,-2%,9%[11.5 µM],4%,3,-6%,-1,-3,-3%,-4%
COc1ccc(C(=O)NC(NC(=O)c2ccc(OC)cc2)c2ccccc2F)cc1,13,?,5%,3%,6,-6%,2,2,-7%,4%
Cc1ccc(C(=O)COc2cccc(NC(=O)c3ccco3)c2)cc1,4,-2%,0%,-4%,4,-17%,0,?,17%,-1%
O=S(=O)(Nc1ccc(Br)cc1)c1cccc(NS(=O)(=O)c2cccs2)c1,-15,/,/,/,-3,/,/,/,-6%,-1%
Cn1nc(-c2ccc(Cl)cc2)c2cc(C(=O)N3CCN(c4ccccn4)CC3)sc21,-18,-6%,3%,2%,17,1%,0,5,-1%,?
Cc1cccc(OCCC(=O)Nc2ccc(C)c(S(=O)(=O)N3CCCCC3)c2)c1,-9,-7%,0%,-3%,9,2%,-2,3,-35%,-8%
COc1ccccc1-c1cc(C2CC2)nc(N)c1C#N,5,0%,20%,10%,-15,4%,1,14,-10%,-2%
COc1cc(NS(=O)(=O)c2ccc(NC(=O)c3ccc(S(=O)(=O)N4CCCC4)cc3)cc2)ncn1,/,8%,3%,-4%,/,1%,1,-1,/,/
CC(=O)Nc1ccc(S(=O)(=O)Nc2ccccc2C(=O)N2CCOCC2)cc1,-8,0%,2%,11%,-10,-4%,0,1,2%,0%
Nc1ccc2nc(-c3ccc(N)c(Cl)c3)[nH]c2c1,-7,19%,-6%,3%,3,11%,-6,-2,11%,232%[activator]
COc1cc(/C=C(\C#N)c2nc3ccccc3[nH]2)c([N+](=O)[O-])cc1OCc1ccccc1,13,-10%,-8%,-3%,6,?,-3,7,-39%,21%
Cc1cccc(C)c1NC(=O)COC(=O)c1ccc(N2CCCC2)c([N+](=O)[O-])c1,-2,-6%,-1%,1%,-5,2%,10,2,12%,3%
O=C(NNC(=O)c1ccccn1)c1cccc([N+](=O)[O-])c1,-16,-16%,-2%,2%,-6,?,-8,0,?,-2%
O=C(Nc1ccc(S(=O)(=O)Nc2nccs2)cc1)C1CCCCC1,1,1%,13%,4%,-6,-7%,3,-4,21%[7.66 µM],2%
CCN1CCN(c2ccc(S(=O)(=O)N3CCCCC3)cc2NC(=O)COc2ccc(Cl)cc2)CC1,?,/,-5%,/,-21,/,/,23,0%,/
O=C(NCc1ccccc1)c1cc(S(=O)(=O)N2CCC3(CC2)OCCO3)ccc1F,4,-6%,17%,0%,4,-16%,-3,-2,1%,10%
CC(C)CSc1ccc(S(=O)(=O)NCC(=O)O)cc1[N+](=O)[O-],8,-2%,8%,-1%,-8,?,9,2,-4%,3%
COC(=O)CNc1nc(OC)nc(N(C)C)n1,1,-6%,3%,2%,4,5%,0,6,-56%[inhibitor],4%
C/C(CC(=O)Nc1ccccc1C#N)=N\NC(=O)c1ccncc1,-15,-2%,-3%,17%,-1,-1%,0,22,3%,-2%
Cc1ccc(SCC(=O)OC(C)C(=O)NC2CCCCC2C)c(C)c1 (configuration not stated),-6,/,17%,/,-13,/,/,?,3%,-1%
Cc1ccc(C(=O)c2ccccc2C(=O)OCC(=O)NC(=O)NC(C)(C)C)cc1,9,10%,8%,3%,5,-8%,-20,10,1%,3%
Cc1nc(N2CCCCC2)c2sc(=S)n(C)c2n1,1,14%,2%,-3%,-4,6%,0,-4,7%,0%

# The closing 2 entries of the section above come first, to join the parts:
SMILES,KCNH2 3.1 block,CXXC DNA block,A-T KAP1 phos,GALK inhibitor,KCNH2 WT inh,MBNL1 CUG block,FBPA coupling cs,TRPV1 ag,Integrin act MD,S-ASM inh
Cc1ccc(C(=O)c2ccccc2C(=O)OCC(=O)NC(=O)NC(C)(C)C)cc1,9,10%,8%,3%,5,-8%,-20,10,1%,3%
Cc1nc(N2CCCCC2)c2sc(=S)n(C)c2n1,1,14%,2%,-3%,-4,6%,0,-4,7%,0%
Cc1cc(Cl)ccc1OC(C)C(=O)NNC(=O)C1CCCCC1C(=O)O (configuration not stated),2,3%,-7%,1%,0,2%,/,-1,5%,3%
Cc1cc(C)c(S(=O)(=O)Nc2nccs2)c(C)c1,-1,-2%,-3%,5%,-4,-3%,3,0,24%,-4%
Cn1c(=O)c2c(nc3n2CC(COc2ccc(Cl)cc2)O3)n(C)c1=O (configuration not stated),-2,3%,12%,0%,3,-3%,0,0,12%,-1%
COc1ccc(C2C(C(=O)NCc3cccnc3)c3ccccc3C(=O)N2C)cc1OC (configuration not stated),-3,-14%,5%,2%,-4,7%,3,3,-8%,0%
COCCCNC(=O)Cn1c(=O)oc2cc(S(=O)(=O)N3CC(C)CC(C)C3)ccc21 (configuration not stated),?,8%,3%,8%,-3,1%,2,5,14%,-1%
CCOC(=O)C1=C(C)Nc2ccccc2N=C1NC(=O)C(c1ccccc1)c1ccccc1,-22,4%,0%,-2%,2,-3%,-1,4,15%,0%
Cc1ccc(S(=O)(=O)C2(S(=O)(=O)c3ccc(C)cc3)CCCC2)cc1,-10,0%,8%,-4%,1,-5%,-4,8,5%,-3%
CSc1ccc(CNC(=O)Cn2nc(C)c3c(C)n(-c4ccc(C)cc4)nc3c2=O)cc1,0,-2%,-2%,0%,14,-1%,0,3,?,-1%
COc1ccc2[nH]cc(C(=O)CN(C)CCc3ccc(OC)c(OC)c3)c2c1,-16,6%,-7%,1%,6,0%,-1,0,-30%,-1%
O=C(NC1CCCCCC1)c1ccc(N2CCCC2=O)cc1,-2,3%,10%,6%,1,-7%,-1,0,5%,1%
CCc1ccc(Nc2ncc3c(n2)CC(c2ccc(OC)cc2)CC3=O)cc1 (configuration not stated),?,22%,2%,-2%,14,-14%,4,2,-1%[7.66 µM],-2%
C=Cn1cc[n+](CC(=O)C(C)(C)C)c1,-2,0%,-11%,0%,-22,2%,1,-2,7%,0%
COc1ccc(OC)c(N(CC(=O)NN=C2CCN(C)CC2)S(=O)(=O)c2ccccc2)c1,4,4%,-4%,-3%,-4,-4%,-2,3,2%,1%
Cc1ccccc1OCC(=O)NNC(=S)NC(=O)c1ccco1,-12,-12%,-2%,-1%,32,-9%,-3,14,-23%,1%
CC(C)OCCCNC(=O)c1cc(S(=O)(=O)N2CCc3ccccc32)cn1C,1,/,4%,/,10,-1%,-2,7,-13%,0%
Cc1cc(C(=O)COC(=O)c2n[nH]c(=O)c3ccccc23)c(C)n1C,-2,/,0%,/,-5,/,/,-3,19%,3%
Cn1c(=O)oc2cc(S(=O)(=O)N3CCN(c4ccc(F)cc4)CC3)ccc21,-8,22%,4%,0%,9,-11%,0,0,16%,4%
CC1(c2ccc(OC(F)F)cc2)NC(=O)N(CC(=O)c2ccc3c(c2)OCO3)C1=O (configuration not stated),13,/,2%,/,-8,/,/,6,-3%,-2%
O=C(NCC1CCCO1)c1ccc(COCC(F)(F)C(F)F)cc1 (configuration not stated),-5,4%,11%,-1%,-1,-12%,-1,20,-1%,-1%
Cc1cc(NC(=O)CSc2nc(-c3ccc(F)cc3)cs2)no1,-1,9%,15%,1%,0,-7%,3,2,17%,0%
Cn1c(SCC(=O)Nc2ccc(Cl)cc2F)nnc1-c1ccco1,-10,-3%,-7%,-2%,-5,-2%,1,3,-22%,1%
O=C(CS(=O)(=O)Cc1ccccc1)Nc1ncccn1,/,-1%,3%,0%,-5,-5%,3,-2,-10%,2%
Cc1ccc(C(=O)N/C(=C\c2cccs2)C(=O)NCc2cccnc2)cc1,-2,7%,15%,0%,-3,/,-3,0,1%,-2%
COc1cccc(/C=C/c2nc3c(cnn3-c3ccccc3)c(=O)[nH]2)c1,2,-10%,3%,-4%,-13,-2%,1,-1,-17%,50%[activator]
C=CCn1c(O)c(N=NC(=S)Nc2ccccc2F)c2ccccc21,-16,-3%,0%,-1%,-18,42%[activator],-6,-4,-46%[inhibitor],-19%
COc1ccc(S(=O)(=O)N2CCCCCC2)cc1C(=O)N(C)Cc1ccc(Cl)cc1Cl,-16,/,1%,/,10,/,/,6,-43%,1%
Cc1ccc(C(=O)NNC(=O)CCC(=O)Nc2cc(C)on2)cc1,11,15%,2%,2%,-4,/,6,-3,-12%,-1%

# An unsorted share of the library. Share with any hit: about 2%.
